From PubChem
MEX-5 binding – MEX-5 zinc finger RNA-binding disruptors – biochemical, C. elegans, fluorescence polarization, MLPCN library, primary screen. Zinc finger protein mex-5 (Caenorhabditis elegans), Q9XUB2. MEX-5/FITC-TCR2 RNA binding; stronger effect = lower value. activity score (negative = inhibition of binding), % at 10 µM. actives 0.38% (n = 300,000);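 active = inhibition past about -25% in most replicates, and total fluorescence under double the plate's negative control median, limit read from the data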;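 also: 0% = DMSO and -100% = 5 µM competing unlabeled TCR2 RNA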
Target sequence (Q9XUB2 whole entry, looked up): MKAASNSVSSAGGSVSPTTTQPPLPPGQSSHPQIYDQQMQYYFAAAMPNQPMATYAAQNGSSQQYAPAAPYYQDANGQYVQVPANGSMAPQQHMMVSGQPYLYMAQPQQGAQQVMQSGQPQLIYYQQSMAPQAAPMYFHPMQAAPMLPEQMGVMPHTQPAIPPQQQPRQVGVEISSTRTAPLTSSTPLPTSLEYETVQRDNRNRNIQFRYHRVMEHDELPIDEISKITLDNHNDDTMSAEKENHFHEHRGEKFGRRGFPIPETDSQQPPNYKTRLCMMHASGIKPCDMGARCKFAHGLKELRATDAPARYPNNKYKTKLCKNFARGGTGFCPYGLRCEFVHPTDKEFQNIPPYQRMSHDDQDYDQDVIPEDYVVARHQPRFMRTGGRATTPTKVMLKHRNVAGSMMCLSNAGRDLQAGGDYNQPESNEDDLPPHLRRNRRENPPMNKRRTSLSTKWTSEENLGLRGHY
BCLXL inh – inhibitors of human Bcl-xL, primary screen, biochemical, fluorescence polarization, HTS; inhibition, % at 10.9 µM; GST-Bcl-xL / FITC-Bim BH3 peptide fluorescence polarization; Bcl-2-like protein 1 (Homo sapiens), Q07817; AID 2129, 2009; actives 0.7% (n = 320,000);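 active = inhibition above the mean of all tested compounds plus 3 SD, cutoff set per campaign, cut at about 30% in these data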;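 also: 0% = DMSO wells and 100% = unlabeled Bim-BH3 peptide competitor; inhibitors lower millipolarization by displacing the labeled peptide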
MCL1-BIM inh – inhibitors of MCL1 binding to BIM-BH3, primary screen, biochemical, fluorescence polarization; inhibition, % at 10.9 µM; AID 2057, 2009; Induced myeloid leukemia cell differentiation protein Mcl-1 (Homo sapiens), Q07820; GST-MCL1 / FITC-Bim-BH3 fluorescence polarization; actives 0.68% (n = 320,000);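 active = inhibition above the mean inhibition of all tested compounds plus 3 SD, set per campaign, cut at about 40% in these data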;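 also: 0% = DMSO wells and 100% = unlabeled Bim-BH3 peptide control; higher means more loss of mP so more displacement of Bim peptide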
PAFAH1B2 FP inh – PAFAH1B2 enzyme inhibitors, primary screen, biochemical, fluorescence polarization, human; recombinant PAFAH1B2, FP-rhodamine activity probe; inhibition, % at 3.39 µM; actives 1.2% (n = 340,000);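 active = inhibition above the mean of all tested compounds plus 3 SD, cut at about 24% in these data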;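 also: 0% = enzyme with DMSO and 100% = wells lacking PAFAH1B2; many of its hits are not listed in these tables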
Target sequence (P68402 whole entry, looked up): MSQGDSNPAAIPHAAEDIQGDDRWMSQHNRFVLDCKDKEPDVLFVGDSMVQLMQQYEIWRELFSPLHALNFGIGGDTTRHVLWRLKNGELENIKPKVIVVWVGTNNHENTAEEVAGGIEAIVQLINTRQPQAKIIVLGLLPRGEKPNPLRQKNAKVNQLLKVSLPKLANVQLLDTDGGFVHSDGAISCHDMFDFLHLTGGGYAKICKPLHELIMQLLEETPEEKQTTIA
Fam108B inh – mouse Fam108B serine hydrolase inhibitors, primary screen, counter-screen for RBBP9 inhibitor project, biochemical, fluorescence polarization. recombinant Fam108B, FP-Rh probe fluorescence polarization. inhibition, % at 9.51 µM. actives 0.33% (n = 300,000);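 active = inhibition above the screen mean inhibition plus 3 SD, computed separately per campaign, cut at about 18% in these data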;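 also: inhibitors lower polarization as less probe binds the enzyme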
PME-1 inh – PME-1 inhibitors via competitive probe labeling, primary screen, biochemical, fluorescence polarization, FP-Rh probe, HTS. Protein phosphatase methylesterase 1 (Homo sapiens), Q9Y570. actives 0.53% (n = 320,000). AID 2130, 2009. inhibition, % at 5.9 µM. recombinant PME-1;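 active = inhibition above the campaign mean of all compounds plus 3 SD, cut at about 26% in these data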;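 also: competitive labeling of PME-1 active site by serine hydrolase directed probe; 0% = PME-1 with DMSO and 100% = wells lacking PME-1 enzyme; inhibitors block probe labeling so polarization falls and inhibition rises; many of its hits are not listed in these tables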
Target sequence (Q9Y570 whole entry, looked up): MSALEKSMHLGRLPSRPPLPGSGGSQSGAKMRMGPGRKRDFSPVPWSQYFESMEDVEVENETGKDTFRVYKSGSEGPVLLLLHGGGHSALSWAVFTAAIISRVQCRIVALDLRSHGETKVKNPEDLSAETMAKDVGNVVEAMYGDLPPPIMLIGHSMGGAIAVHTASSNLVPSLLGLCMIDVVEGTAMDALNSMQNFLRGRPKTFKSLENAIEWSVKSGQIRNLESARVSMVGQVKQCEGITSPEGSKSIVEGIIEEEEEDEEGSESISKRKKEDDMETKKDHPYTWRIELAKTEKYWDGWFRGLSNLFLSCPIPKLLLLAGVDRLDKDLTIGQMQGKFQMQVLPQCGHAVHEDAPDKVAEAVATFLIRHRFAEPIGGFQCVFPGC
AHR activator – AHR activators, primary screen, cell-based, luminescence, luciferase reporter, human; activation, % at 5 µM; Aryl hydrocarbon receptor (Homo sapiens), P35869; AID 2796, 2010; AHR-responsive luciferase reporter cells; actives 2.5% (n = 320,000); in the data active = activation above about 47%;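 also: 0% = vehicle wells and 100% = reference agonist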
pPAFAH FP inh – pPAFAH enzyme inhibitors, primary screen, biochemical, fluorescence polarization, human; AID 463082, 2010; Platelet-activating factor acetylhydrolase (Homo sapiens), Q13093; recombinant pPAFAH, FP-rhodamine probe fluorescence polarization; actives 1.5% (n = 330,000); inhibition, % at 3.39 µM;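 active = inhibition above the mean inhibition across the screen plus 3 SD, cut at about 25% in these data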;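 also: inhibitors block binding of the rhodamine activity-based probe so polarization drops; 0% = enzyme with DMSO and 100% = wells lacking pPAFAH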
GLD-1 RNA inh – GLD-1/TGE RNA complex disruptors, primary screen, biochemical, fluorescence polarization | Female germline-specific tumor suppressor gld-1 (Caenorhabditis elegans), Q17339 | purified GLD-1 + fluorescein TGE RNA | inhibition, % at 5.96 µM | actives 0.44% (n = 320,000);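 active = percent inhibition above a per-plate cutoff, the plate mean of test compounds plus 3 SD, cut at about 30% in these data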;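 also: 0% = DMSO wells with GLD-1 and probe and 100% = wells lacking GLD-1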
* hit, by the source's call; . = not tested or not shown. A portion of the library; the hit share may differ from the screen's.

SMILES	MEX-5 binding	BCLXL inh	MCL1-BIM inh	PAFAH1B2 FP inh	Fam108B inh	PME-1 inh	AHR activator	pPAFAH FP inh	GLD-1 RNA inh
CC(NC(=O)c1ccc(C(C)(C)C)cc1)C(=O)O (stereo not given)	2.1	2	5	7	-5	-1	1	3	5
COc1ccc(Nc2nc3c(C)cccc3cc2C#N)cc1	-2.4	3	1	-2	-3	-3	25	-6	-13
Cc1coc2c(C)c3oc(=O)c(CCC(=O)NCCC(=O)O)c(C)c3cc12	0.5	-5	-4	4	-2	-2	-1	4	2
CC(C)CNC(=S)NC(=O)c1ccc([N+](=O)[O-])cc1	-1.9	0	6	-4	-2	-2	-3	4	0
CCN(CC)CCNS(=O)(=O)c1ccc(Cl)cc1	1.3	0	8	3	-2	-4	1	-8	7
CC(=O)Nc1ccc(S(=O)(=O)N2CCN(C(=O)N3CCOCC3)CC2)cc1	1.8	1	3	0	-4	-3	-4	1	6
CC1(NC(=O)Cn2cc(C(F)(F)F)ccc2=O)CCS(=O)(=O)C1 (stereo not given)	.	-4	-10	7	.	4	1	1	-9
COc1ccc(NC(=O)c2sc(SCc3ccccc3)nc2N)cc1	1.6	7	10	6	6	1	48*	14	-3
COc1ccc2c(c1)C1NC(=S)N[C@@](C)(O2)C1C(=O)Nc1ccccc1 (stereo not given in full)	0.4	-10	-7	3	1	0	8	7	4
Cc1cccc(NC(=O)c2ccc(-n3cccn3)c([N+](=O)[O-])c2)c1	0.0	4	7	2	-3	-2	-1	2	-5
O=C(NC(=S)Nc1ccccc1)c1ccc(Br)o1	1.2	2	6	5	-4	0	11	4	7
CC(=O)Oc1ccc2occ(C(=O)c3ccccc3)c2c1	-1.1	5	-4	.	-2	8	-3	7	2
CCn1cc(C(=O)OCC(=O)N(C)Cc2ccccc2)c(=O)c2ccc(C)nc21	-1.3	1	-1	1	-2	0	-3	-1	-7
CCOC(=O)N1CCN(C(=O)COC(=O)c2cc(Cl)c(O)c(Cl)c2)CC1	-0.5	-2	-2	3	0	3	0	-1	0
COc1ccc(NC(=O)c2ccco2)cc1NC(=O)c1cccs1	-3.5	3	6	0	3	0	18	9	8
Cc1csc(NC(=O)c2cc(C)nc3ccccc23)n1	0.2	-13	-4	2	-1	1	12	-5	4
Cc1ccc2[nH]c(=O)c(CN(C)C(=O)c3cccs3)cc2c1	0.6	1	2	11	-1	5	5	-1	0
Cn1cc(CN2CCN(CC(C)(C)C)C(CCO)C2)c2ccccc21 (stereo not given)	0.0	6	0	6	-1	1	7	5	3
Cn1nc(C(F)(F)F)c(CN2CC(C)(C)C2=O)c1N1CCOCC1	4.2	2	-2	1	-2	0	0	-2	1
CC(=O)c1cccc(NC(=O)NNC(=O)CCC(=O)Nc2ccc(C)c(C)c2)c1	0.3	4	-2	6	3	4	2	2	4
CCN(CC)c1ccc(S(=O)(=O)N2CCOCC2)cc1NC(=O)COC(=O)c1ccco1	-0.1	8	2	6	-3	22	1	2	0
CCn1c(Cc2ccc(OC)cc2)nnc1SCC(=O)NC1CCCCC1	-0.6	-1	2	4	2	-3	-1	2	5
Nc1ncc(Br)cc1S(=O)(=O)NCCC(=O)NCCc1ccc(Cl)cc1	-2.3	6	5	26*	3	1	1	5	3
CCOc1ccc(CCNC(=O)CCn2ccc3cc(S(=O)(=O)N4CCCC4)ccc32)cc1	-0.4	-2	-5	4	-1	16	0	4	-2
COc1ccc(Cc2nnc(NS(=O)(=O)c3ccc(Cl)cc3)s2)cc1OC	-1.4	-1	2	0	-3	-7	3	-14	-14
CC(C)(CO)N=C1NS(=O)(=O)c2cc([N+](=O)[O-])ccc21	-0.5	3	2	1	4	4	0	6	5
O=C(O)CCC1(CCC(=O)O)c2ccccc2-c2ccccc21	-0.7	2	-4	2	-3	1	-2	3	13
c1ccc(Nc2ccnc(Nc3ccccc3)n2)cc1	-1.1	1	-1	5	3	2	36	3	-2
CS(=O)(=O)N1CCC(C(=O)Nc2cc(Cl)cc(Cl)c2)CC1	-0.3	6	3	-1	3	0	5	4	-1
O=C(N/N=C/c1ccc(OCc2ccccc2)cc1)c1ccc(O)cc1	0.2	-2	-6	0	-23	-15	5	-6	5
Cc1cc(C)n(-c2ccc(NC(=O)C3CCCCN3C(=O)c3sccc3C)cc2)n1 (stereo not given)	-0.8	1	-6	-4	3	4	-2	1	6
O=S(=O)(NCCc1csc(-c2ccccc2)n1)c1cccnc1	-0.6	8	3	6	-6	-2	9	5	1
Cc1cccc(C)c1N=Cc1c(C(F)(F)F)[nH][nH]c1=O	-3.0	1	5	4	1	0	1	-1	5
CCOc1cccc2sc(Cl)nc12	0.3	3	1	0	-2	-3	4	5	4
Cc1ccccc1NC(=S)NNC(=O)c1ccoc1C	-2.3	-1	-4	0	2	-3	2	3	4
COC(=O)C1=C(C(=O)OC)SC2(S1)C(C(=O)OC)=C(C(=O)OC)SC1=C2c2cc(C)ccc2NC1(C)C	-0.6	6	7	3	-1	-2	0	2	12
COc1cnn(-c2cccc(Cl)c2)c(=O)c1Cl	0.6	4	-4	5	1	6	0	1	3
CCCOc1ccc(-c2nnn(CC(=O)N3CCCC(C)C3)n2)cc1 (stereo not given)	0.2	5	1	0	4	2	3	7	3
O=C(CNC(c1ccccc1)c1ccccc1)NCc1ccccc1Cl	0.7	-3	-6	5	3	7	0	3	-2
O=C(CSc1nc2ncccc2[nH]1)NCc1ccccc1	2.2	2	-3	0	4	3	1	1	3
CS(=O)(=O)NCCCNc1ccc(C(F)(F)F)cc1[N+](=O)[O-]	-0.5	8	5	3	2	4	2	3	3
Cc1cc(C)c(CN2CCC(n3nccc3NC(=O)C3CCCC3)CC2)cc1C	.	2	-1	-2	3	-2	1	-4	-1
Cc1cc(C(=O)N2CCc3ccccc3C2)n[nH]1	2.6	2	11	3	-3	-6	1	3	2
Cc1onc(-c2ccccc2Cl)c1C(=O)OCC(=O)N1CCC(C)CC1	.	.	.	5	.	.	0	10	7
COc1ccc(NC(=O)N2CCCC(C(=O)Nc3ccccc3OC)C2)cc1 (stereo not given)	0.4	5	6	1	-4	-1	-1	4	-4

Two of the compounds above, with two lines to a compound.
Every second line gives: MEX-5 binding, BCLXL inh, MCL1-BIM inh, PAFAH1B2 FP inh, Fam108B inh, PME-1 inh, AHR activator, pPAFAH FP inh, GLD-1 RNA inh
- O=C(NC(=S)Nc1ccccc1)c1ccc(Br)o1
  1.2, 2, 6, 5, -4, 0, 11, 4, 7
- CC(=O)Oc1ccc2occ(C(=O)c3ccccc3)c2c1
  -1.1, 5, -4, ., -2, 8, -3, 7, 2

Additional records:
SMILES	MEX-5 binding	BCLXL inh	MCL1-BIM inh	PAFAH1B2 FP inh	Fam108B inh	PME-1 inh	AHR activator	pPAFAH FP inh	GLD-1 RNA inh
COc1cccc(NC(=O)CN(C)C(=O)CCCc2nc3ccccc3s2)c1	1.2	-4	-1	1	4	2	-1	-1	6
Cc1cc(C(=O)Nc2nc3ccc(Cl)cc3s2)nn1C	-0.4	5	1	.	-1	-7	-3	3	4
Cc1ccccc1NC(=O)CSc1nn2c(=O)c(C)nnc2s1	0.7	3	10	0	2	0	6	3	1
Cc1ccccc1-c1noc(-c2ccc(Cl)cc2)n1	-0.2	8	5	1	1	3	33	4	4
O=S(=O)(CCc1nc2ccccc2o1)c1ccc(Cl)c(Cl)c1	-1.2	-2	2	12	3	-4	-3	-5	3
Cc1ccc(NC2CCCN(C(=O)c3cn4cc(Cl)ccc4n3)C2)cc1C (stereo not given)	-3.4	6	4	19	3	-9	23	1	9
O=S(=O)(Nc1cccc(S(=O)(=O)N2CCOCC2)c1)c1ccc2c(c1)OCCO2	1.9	6	3	4	5	2	1	9	2
C=CCOc1ccc(/C=C/C(=O)OCC(=O)N2CCN(C(C)=O)CC2)cc1	.	.	.	3	.	.	1	1	2
O=[N+]([O-])c1cc2c(cc1[N+](=O)[O-])OCCOCCOCCOCCO2	1.4	6	-3	0	4	11	-3	5	3
CCOC(=O)C1CCN(CC(=O)Nc2c(C(=O)OC)[nH]c3cccc(C)c23)CC1	2.5	2	-4	2	0	-4	4	4	1
CC(=O)c1sc(NC(=O)c2ccc(Cn3cc(Br)cn3)o2)nc1C	1.7	6	6	2	1	-1	14	5	-1
COc1cccc(CN(C)C(=O)c2cc(S(=O)(=O)N3CCN(c4ccccc4)CC3)ccc2Cl)c1	-1.4	1	0	2	-1	19	-2	5	4
Cc1ccc(S(=O)(=O)Nc2cccc(C(=O)NCCCN3CCCC3=O)c2)cc1F	2.6	-1	4	-1	3	3	2	2	3
CSc1ncccc1C(=O)N1CCN(S(=O)(=O)c2ccc(C)cc2)CC1	3.1	9	7	14	4	2	-1	10	5
N#Cc1c(NC(=O)Cn2cnc3ccccc3c2=O)oc(-c2ccccc2)c1-c1ccccc1	-1.8	3	1	29*	4	1	-3	16	-2
CC(=O)c1c(N(C)C)ccnc1C(F)(F)F	-0.9	7	11	4	-3	0	-1	-1	-2
Cc1nn(C(C)(C)C)c(N)c1-c1ccccc1	2.9	2	7	-3	1	1	4	0	0
Cc1ccc(NC(=O)CNCCCN2CCOCC2)cc1S(=O)(=O)N1CCCCC1	-0.8	3	-5	-2	-1	-3	-1	1	5
CCOc1ccc(/C(O)=C2/C(=O)C(=O)N(CCOCCO)C2c2ccc(F)cc2)cc1 (stereo not given)	-2.5	7	1	1	2	-2	1	5	1
O=C(CN1C(=O)CCC1=O)NNc1ccc2ccccc2c1	-3.6	16	0	11	2	-7	35	7	4
CCCn1nc(C(=O)NNC(=O)c2ccc(OC(F)F)cc2)c2ccccc2c1=O	.	.	.	3	.	.	0	-2	5
CCCC(=O)Nc1ccc(C(=O)n2ccc(C)n2)cc1	-0.7	4	7	4	4	4	1	3	6
CC(C)N1CCC(=NNC(=O)c2ccc(Br)o2)CC1	-0.6	-1	5	-3	3	-12	15	-6	3
O=C(Nc1c(F)cccc1F)C(c1ccccc1)c1ccccc1	2.6	5	3	.	-1	-1	-1	3	6
CN(C(=O)c1cccc(NC(=O)Cc2cccc([N+](=O)[O-])c2)c1)C1CC1	.	.	.	5	.	.	-2	3	3
CCc1ccc(OC(=O)c2cncc(Br)c2)cc1	-2.3	0	-7	0	3	3	2	6	-3
CCCc1nc2ccccc2c(NC(=O)CN(CC)CC)c1CC	-5.8	3	-2	3	-1	-2	0	0	0
CC(C)N1C(=O)S/C(=C/c2ccc(Sc3nc4ccccc4[nH]3)o2)C1=O	-0.6	1	-6	0	-12	-14	1	6	2
Cc1ccsc1CN1CCN(c2ccccn2)CC1	-0.9	4	2	6	7	-6	-4	3	0
Cc1c(F)cccc1NC(=O)CSCC(=O)Nc1ccccc1	0.4	-1	2	4	-4	3	0	3	5
O=S(=O)(O)Oc1c[nH]c2ccccc12	-7.9	7	14	.	14	20	67*	8	1
COc1ccc2[nH]c(=O)c(CN(C)C(=O)C3CCCCC3)cc2c1	2.4	11	8	2	-2	7	1	0	0
O=C(c1cccn(Cc2ccc(C(F)(F)F)cc2)c1=O)N1CCOCC1	1.1	-1	-2	-4	-2	-1	1	2	4
